NFkB transloc pot: enhances IL-1B driven NFkB nuclear translocation; HUVEC IL-1B NFkB p65 nuclear translocation imaging; activation, % at 2 µM; hit rate 0.3% among 94,000;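 active means activation above 40%, about the mean plus 3 SD, also judged a hit on visual image review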;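 further: percent activation is computed from the nuclear over cytoplasmic p65 intensity ratio; values of inactives mirror those of a sister screen read the other way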
MRP reversal: MRP-mediated drug resistance reversal; H69AR cells + 2 uM doxorubicin, CellTiter-Glo, 72 h; AID 602; differential viability (reversal), % at 10 µM; hit rate 0.04% among 85,000;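 active means viability drop by adding the cancer drug above about 55%, with treated viability meeting a 40% cutoff, limit read from the data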;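 further: viability without doxorubicin minus viability with 2 µM doxorubicin for each compound; larger differential means the compound sensitizes cells more to doxorubicin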
Bcl-B TR3 displacers: displacers of TR3 peptide from Bcl-B, primary screen, selectivity assay for Bfl-1 inhibitor project, biochemical, fluorescence polarization; FP displacement of FITC-TR3 peptide from Bcl-B; higher % means a stronger effect; one-dose displacement, % at 20 µM; IC50 in µM for titrated hits; hit rate 0.11% among 96,000; AID 748;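 active means displacement above 50% at 20 µM plus a fluorescence interference ratio under 1.5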;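 further: plate controls were wells without compound for no effect and wells lacking Bcl-B protein for full effect; a part of the inactive calls stands beside numbers as strong as those of hits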
NFkB transloc inh: blocks IL-1B driven NFkB nuclear translocation in HUVEC cells | inhibition, % at 2 µM | hit rate 0.43% among 94,000 | AID 796 | HUVEC IL-1B NFkB p65 nuclear translocation imaging;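 active means inhibition above about 30% together with a positive call from visual inspection of the well image, limit read from the data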;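 further: nuclear over cytoplasmic p65 intensity ratio measured by imaging; 0% = IL-1B stimulated DMSO wells and 100% = unstimulated DMSO wells; values of inactives mirror those of a sister screen read the other way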
PLAP inhibition: inhibition of human placental alkaline phosphatase – biochemical, luminescence, HTS (AID 690); purified PLAP, luminescent substrate; higher % means a stronger effect; hit rate 0.08% among 96,000; one-dose inhibition, % at 20 µM; IC50 in µM for titrated hits; in the data active means a potency from the dose series; inactive means the rest, 99 in 100 with inhibition below about 30%; further: strong numbers were not always called active
MRP reversal cytotoxicity: further read-out of MRP reversal, marked with its call; viability, %; H69AR cells, CellTiter-Glo, 72 h; measured here: cytotoxicity without doxorubicin
MRP reversal with doxorubicin: recorded beside MRP reversal, whose call it bears; viability, %; measured here: viability with 2 uM doxorubicin; active compounds read low
NFkB transloc inh cell count 2 µM: also measured in NFkB transloc inh; calls as there; cell count; measured here: cells passing quality filter;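 raw number of nuclei counted in each imaged well without normalization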
NFkB transloc pot cell count 2 µM: second read-out of NFkB transloc pot, no call of its own (marks repeat the call); cell count; measured here: cells passing quality filter
Active calls of the source: *. The list is partial; the hit share may differ from the screen's.

CCOc1ccc(C(=O)OCCN(CC)CC)cc1 was read as NFkB transloc pot -0.3, MRP reversal 13.6, Bcl-B TR3 displacers -2.2%, NFkB transloc inh 0.3, PLAP inhibition 10.0%, MRP reversal cytotoxicity 101.5, MRP reversal with doxorubicin 87.8, NFkB transloc inh cell count 2 µM 95 and NFkB transloc pot cell count 2 µM 95.
For c1ccc(CC2=NCCN2)cc1 the results were NFkB transloc pot 2.4, MRP reversal -9.7, Bcl-B TR3 displacers -8.3%, NFkB transloc inh -2.4, PLAP inhibition 4.9%, MRP reversal cytotoxicity 79.3, MRP reversal with doxorubicin 88.9, NFkB transloc inh cell count 2 µM 170 and NFkB transloc pot cell count 2 µM 170.
`O=C(NCCc1c[nH]c2ccccc12)c1cccnc1` gave NFkB transloc pot 6.0, MRP reversal -13.4, Bcl-B TR3 displacers -6.1%, NFkB transloc inh -6.0, PLAP inhibition -11.2%, MRP reversal cytotoxicity 78.7, MRP reversal with doxorubicin 92.1, NFkB transloc inh cell count 2 µM 93 and NFkB transloc pot cell count 2 µM 93.
Screening CC(=O)NC(Cc1ccccc1)C(=O)O (stereo not drawn) returned NFkB transloc pot -4.9, MRP reversal -3.0, Bcl-B TR3 displacers -4.8%, NFkB transloc inh 4.9, MRP reversal cytotoxicity 97.1, MRP reversal with doxorubicin 100.1, NFkB transloc inh cell count 2 µM 201 and NFkB transloc pot cell count 2 µM 201.

From PubChem
